L3MBTL1 block: inhibitors of human L3MBTL1; AlphaScreen L3MBTL1–H3K9me1 peptide binding; AID 485360; Potency, µM (series often up to 57.1 µM), inactives show at the highest dose activity, negative = inhibition, hits mostly inhibitors; 0.66% of 230,000 active; Q9Y468; further: on the % scale 0 is the no-effect control and ±100 the full control effect; nearly all actives have a fitted effect of over 60% in size
Target sequence (Q9Y468 whole entry, looked up): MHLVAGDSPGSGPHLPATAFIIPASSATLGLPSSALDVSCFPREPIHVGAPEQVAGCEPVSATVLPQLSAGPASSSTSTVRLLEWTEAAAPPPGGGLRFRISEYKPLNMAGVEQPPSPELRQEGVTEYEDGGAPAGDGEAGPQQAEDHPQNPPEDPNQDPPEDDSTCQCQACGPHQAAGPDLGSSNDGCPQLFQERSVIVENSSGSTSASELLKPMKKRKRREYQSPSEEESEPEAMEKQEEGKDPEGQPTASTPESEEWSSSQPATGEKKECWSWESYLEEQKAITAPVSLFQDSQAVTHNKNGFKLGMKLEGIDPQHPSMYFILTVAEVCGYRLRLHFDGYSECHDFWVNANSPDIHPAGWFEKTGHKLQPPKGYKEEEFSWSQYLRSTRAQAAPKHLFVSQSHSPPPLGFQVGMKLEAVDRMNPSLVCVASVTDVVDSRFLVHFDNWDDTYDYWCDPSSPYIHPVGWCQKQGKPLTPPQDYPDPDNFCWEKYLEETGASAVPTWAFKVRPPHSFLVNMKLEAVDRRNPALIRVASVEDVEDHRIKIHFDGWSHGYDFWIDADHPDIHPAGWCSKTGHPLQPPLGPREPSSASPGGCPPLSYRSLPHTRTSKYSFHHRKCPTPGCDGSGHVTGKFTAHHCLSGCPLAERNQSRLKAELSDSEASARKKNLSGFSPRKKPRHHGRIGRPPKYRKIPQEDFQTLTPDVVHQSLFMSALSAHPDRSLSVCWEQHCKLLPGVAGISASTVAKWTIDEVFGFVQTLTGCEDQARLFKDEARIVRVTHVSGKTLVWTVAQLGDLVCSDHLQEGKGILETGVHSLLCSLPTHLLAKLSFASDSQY
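First, the protein-peptide complex forms for 30 min at room temperature (L3MBTL1 50 nM, biotinylated H3K9me1 peptide 75 nM). Next, compounds are pin-transferred and incubated 30 min. Finally, AlphaScreen beads are added and read after 30 min.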
RECQ1 helicase: inhibitors of human RECQ1 DNA helicase | P46063 | RECQ1 DNA unwinding, red fluorescence kinetic read | Potency, µM (series often up to 57.3 µM), without a hit: at the top dose activity, negative = inhibition, hits mostly inhibitors | 0.54% of 240,000 active;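 further: plate controls were vehicle for no effect and no enzyme for full effect; nearly all actives have a fitted effect of over 30% in size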
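50 nM RECQ1T1 preincubated 15 min with compound in Tris pH 8.0 buffer with MgCl2, DTT, Tween-20 and 2.5 ug/ml poly(dI-dC); started with 200 nM TAMRA/BHQ-2 forked duplex and 2 mM ATP. Unwinding read as fluorescence (525/598 nm), two reads 2 h apart.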
Lamin A splicing: LMNA splicing modulation | Potency, µM (series often up to 46.1 µM), without a hit: at the top dose ratio change, negative = inhibition, usual class: inhibitors | 0.01% of 200,000 active | HeLa LMNA splicing GFP/RFP minigene ratio, 48 h; active means well fitted inhibition curve with a large enough effect in the signal ratio, with a control signal flat, not every such curve was filed as active; inconclusive means small, poorly fitted or top-dose-only effect, or effect the other way, or a change in a side signal; the % refers to the signal ratio; further: on the % scale 0 is the no-effect control and ±100 the full control effect
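S3 HeLa stable clones carrying a lamin A-EGFP splicing minigene plus DsRed2 were seeded at 600 cells/well in Opti-MEM with 2% FBS, pin-dosed and incubated 48 h at 37°C. Acumen cytometry (488 nm) gave the GFP/RFP total-intensity ratio.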
Tau fibril ThT: inhibitors of human tau fibril formation, thioflavin T binding. P10636. recombinant tau K18 P301L (four-repeat tau fragment), heparin-induced fibrillization, ThT fluorescence. Potency, µM (doses to about 57.4 µM), for the others: top-dose activity, negative = inhibition, most hits filed as inhibitors. 2.1% of 270,000 active. AID 1460; further: on the % scale 0 is the no-effect control and ±100 the full control effect; nearly all actives have a fitted effect of over 55% in size
Target sequence (P10636 561-689 P618L limits assumed): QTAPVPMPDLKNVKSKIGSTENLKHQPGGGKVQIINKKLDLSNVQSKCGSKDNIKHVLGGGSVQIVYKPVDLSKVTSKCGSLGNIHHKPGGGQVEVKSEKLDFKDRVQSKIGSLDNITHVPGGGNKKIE
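Recombinant human tau K18 fragment […] carrying P301L, 15 uM unlabeled plus 0.24 uM Alexa 594-labeled, was fibrillized with 20 uM heparin in 100 mM sodium acetate pH 7 for 6 hr at 37 C; 30 uM ThT fluorescence read after 1 hr.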
Luc counter: counter-screen: inhibitors of Kinase-Glo firefly luciferase | Q27757 | Kinase-Glo luciferase, ATP luminescence, 8 min | Potency, µM (highest dose often 38.3 µM), for inactives: at the top dose activity change, negative = inhibition, hits mostly inhibitors | 0.28% of 200,000 active | AID 1379; further: on the % scale 0 is the no-effect control and ±100 the full control effect; nearly all actives have a fitted effect of over 60% in size
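Compound is pinned into ATP-containing buffer (10 uM ATP, imidazole pH 7.2, 7 mM MgCl2). Kinase-Glo luciferase reagent is then added. Light output is recorded following an 8-min room-temperature incubation.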
SMN2 splice up: enhancers of SMN2 splice variant expression | HEK293 SMN2-luciferase splicing reporter, luminescence, 30-36 h | Potency, µM (series often up to 46.1 µM), for inactives: at the highest dose activity change, positive = activation, usual class: activators | 2.8% of 210,000 active; further: % of control where 0% means no effect; nearly all actives have a fitted effect of over 55% in size
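qHTS luciferase splicing reporter: luminescence rises when SMN2 exon 7 is included in transfected HEK293 cells. Compound exposure lasted 30-36 h at 37C, with 4.5 mM final sodium butyrate as control, followed by a ONE-Glo read.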
JMJD2E inh: blocks human JMJD2E demethylase activity; JMJD2E catalytic domain, FDH-coupled NADH fluorescence (FDH is formaldehyde dehydrogenase); Potency, µM (top dose mostly 57.1 µM), inactives show at the highest dose activity change, negative = inhibition, usual class: inhibitors; 1.6% of 230,000 active; AID 2147; active means well fitted inhibition curve with a large enough effect, not every such curve was filed as active; inconclusive means small, poorly fitted or top-dose-only effect, or another doubt; inactive means no such curve, though single readings can be large or run the other way;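 further: 0% = wells with enzyme and -100% = buffer wells without enzyme; nearly all actives have a fitted effect of over 50% in size; many of its hits are not listed in these tables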
ALDH1A1 block: blocks purified human ALDH1A1 activity; P00352; Purified ALDH1A1, NADH fluorescence, propionaldehyde substrate; Potency, µM (top dose mostly 75.3 µM), for the others: top-dose activity, negative = inhibition, hits mostly inhibitors; 7.3% of 220,000 active; AID 1030; active means well fitted inhibition curve with a large enough effect, not every such curve was filed as active; inconclusive means small, poorly fitted or top-dose-only effect, or another doubt; inactive means no such curve, though single readings can be large or run the other way;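 further: plate controls were no enzyme wells and a reference inhibitor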
Starred values were filed as active, the others as inactive; i = inactive; ? = inconclusive; nt = not tested or not shown; & = joins results of further samples; ! = repeats disagree; [ ] = another dose, or the depositor's remark. Unless noted, the call rests on the fitted dose curve; in most records, active means well fitted curve in the direction sought with a large enough effect; inconclusive means small, poorly fitted or top-dose-only effect, or another doubt; inactive means no such curve, though single readings can be large; an effect the other way counts as inactive or inconclusive. Potency means the concentration at half of the fitted maximal effect.

Values run as follows: L3MBTL1 block	RECQ1 helicase	Lamin A splicing	Tau fibril ThT	Luc counter	SMN2 splice up	JMJD2E inh	ALDH1A1 block
Cc1c(NC(=S)NC(NC(=O)C(C)C)C(Cl)(Cl)Cl)c(=O)n(-c2ccccc2)n1C (configuration not stated)
 : 10%	6%	2%	-1%	4%	-8%	0%	-2%
O=C1c2cccc3cccc(c23)C(=O)N1CC1CCN(CC(O)COc2ccc3ccccc3c2)CC1 (configuration not stated)
 : -1%	?	11%	13µM*	-2%	10%	?	?
COc1ccc(Cl)cc1-c1nc(SCC(=O)N(C)C)n[nH]1
 : nt	i	-2%[46 µM]	-8%	3%	-7%	5%	-9%
CCOC(=O)c1cc(NC(=O)c2cccnc2)cc(C(=O)OCC)c1
 : 3%	-1%	-15%	-4%	1%	12%	-5%	?
CCn1c(C)nc2cc(S(=O)(=O)N3CCCC3)ccc21
 : 0%	-1%	?	-9%	-4%	-34%[inhibitor]	7%	-5%
COc1ccc(C(=O)NCC(C)CN(C)C)cc1 (configuration not stated)
 : nt	i	8%	2%	-5%	29%	4%	7%
CCOC(=O)C(=CNc1cc(C)ccc1C)C(=O)OCC
 : 8%	-3%	-8%	-15%	1%	-17%	2%	-2%
O=C(CN(c1ccccc1F)S(=O)(=O)c1ccccc1)N1CCCCCC1
 : nt	-8%	10%	12%	-5%	-5%	-28%	28µM*
O=[N+]([O-])c1cccc(S(=O)(=O)N2CCCCCC2)c1
 : -9%	2%	-3%	-12%	-1%	0%	-7%	?
O=C(c1ccc(F)cc1)C1CCN(C(=O)NCc2ccccc2)CC1
 : 1%	i	-17%	-18%	2%	-31%[inhibitor]	2%	-6%
O=C(CSc1ccc(Cl)cc1)N1CCN(c2c(Cl)cccc2[N+](=O)[O-])CC1
 : -26%	8.9µM*	20%	-14%	-1%	-23%	-1%	?
CN(C)c1ccc(C2CC(=O)OC3=C2C(=O)CC(C)(C)C3)cc1 (configuration not stated)
 : -22%	-9%	-12%[46 µM]	-11%	-3%	-1%	-5%	-3%
Cn1cc(CC(=O)N2CCN(c3ccccc3F)CC2)c2ccccc21
 : nt	-6%	0%	-18%	-4%	-8%	-1%	-3%
CC(C)C(=O)Nc1nnc(SCC(=O)NCc2cccs2)s1
 : -2%	-2%	-7%	11%	3%	-5%	1%	4%
Cc1sc2ncnc(SCC(=O)NNC(=O)COc3cccc4ccccc34)c2c1C
 : 9%	-2%	8%	-8%	-3%	-6%	-6%	0%
COc1cccc(S(=O)(=O)N2CCOCC2)c1
 : nt	-6%	8%	-4%	-3%	-1%	3%	9%
Nc1nc(-c2ccc3c(c2)NC(=O)CO3)cs1
 : nt	-12%	-16%	?	5%	-39%	-5%	3.2µM*
CCCc1nc(N)c(C#N)c(-c2cccnc2)c1CC
 : nt	1%	6%	-12%	-1%	1%	-27%	14%
C/C=C/CSc1nc2c(c(=O)[nH]c(=O)n2C)n1C(C)C
 : -2%	-6%	1%	-9%	-4%	17%	1%	?
Cc1ccc(C(=O)NCC(=O)OCC(=O)Nc2ncc(C(F)(F)F)cc2Cl)cc1
 : -1%	1%	-9%	-6%	3%	7%	-6%	4%
COc1cc(NC(=O)CSc2ncnc3c2cnn3Cc2ccccc2)cc(OC)c1
 : nt	-1%	5%	-13%	-2%	7%	5%	?
COC(=O)C1=CO[C@@H](C)[C@H]2CN3CCc4c([nH]c5ccccc45)[C@@H]3C[C@H]12
 : -4%	-4%&-3%[25.9 µM]	?	nt	-5%&-3%[17.1 µM]	-8%&-18%[20.6 µM]	13µM*!	0%&-1%[20.9 µM]
Cn1c(CNC(=O)c2cccs2)n[nH]c1=S
 : 4%	-9%	0%	9%	0%	11%	1%	-1%
Cc1cc(C)c(S(=O)(=O)NCCn2ccc3ccccc32)c(C)c1
 : -1%	-16%	-9%	-18%	-4%	-14%	-2%	-10%
CCOC(=O)C1(CCc2ccccc2)CCN(Cc2ccccn2)CC1
 : -16%	-1%	nt	-3%	0%	nt	2%	-8%
COc1ccccc1N(CN1C(=O)c2ccccc2C1=O)C(=O)c1cccc(C)c1
 : -2%	-5%	-10%	-5%	3%	2%	7%	-5%
Cn1c(=O)c(NC(=O)c2ccccc2)c2n(c1=S)CCCCC2
 : -1%	-2%	-10%	-1%	0%	-10%	6%	-1%
COc1ccc(/C=N/Nc2nc(Nc3ccccc3)nc(N3CCCC3)n2)cc1
 : nt	-9%	?	-7%	0%	-20%	13%	1%
N#Cc1ccsc1NC(=O)CN1CCOCC1
 : 0%	7%	nt	-5%	nt	nt	2%	0%
CCn1c(SCC(=O)N/N=C/C=C/c2ccccc2[N+](=O)[O-])nnc1-c1ccc(Cl)cc1
 : -9%	-9%	?	?	-1%	-29%	4%	4.5µM*
CCOc1ccc2nc(SCC(=O)c3cccs3)sc2c1
 : 12%[11.4 µM]	-5%	?	?	-1%	?	3%	13µM*
Nc1cc(S(=O)(=O)C(F)(F)F)ccc1C(=O)O
 : -1%	0%	4%	-7%	-3%	-6%	-5%	5%
CC(=O)OCC(=O)Nc1ccc(N=Nc2ccccc2)cc1
 : -16%	-3%	?	8.9µM*	0%	6.3µM*	-7%	-6%
COc1ccc(NC(=O)CN(C)S(=O)(=O)c2ccc(Cl)cc2)cc1Cl
 : 1%	-2%	14%	5%	-2%	-5%	0%	10%
O=C(c1cccc(F)c1)N1CCC2(CC1)CN(c1ccccn1)C2
 : nt	i	nt	nt	-4%	-38%[inhibitor]	nt	?
CC1CCCC(C)N1CCCNC(=O)Cn1cc2c(n1)CCCC2 (configuration not stated)
 : nt	-5%	-1%	-10%	-1%	-3%	-12%	1%
O=C(Nc1ccc(S(=O)(=O)N2CCCCC2c2cccnc2)cc1)c1ccccc1F (configuration not stated)
 : 2%	-10%	nt	-8%	3%	-45%[inhibitor]	-15%	14%
Cc1cccc(/C=C/C(=O)c2ccc(NC3=NCCCS3)cc2)c1
 : -1%	?	?	?	0%	-20%	-8%	-12%
COc1ccc2[nH]cc(C(=O)N3CCCCC3)c(=O)c2c1
 : 8%	-11%	-2%	0%	3%	-4%	?	?
Cc1ccc(Nc2nnc(SCC(=O)Nc3cccc(S(=O)(=O)N4CCCCC4)c3)s2)cc1
 : -14%	-2%	?	-1%	2%	24%	5%	-5%
O=c1c([N+](=O)[O-])cccn1Cc1ccccc1Cl
 : nt	4%	nt	-3%	0%	-29%	3%	5%
CC(C)=NNc1nc(-c2ccccc2)cs1
 : -3%	6%	?	1%	-11%	-17%	-8%	-2%
CSc1n[nH]c(NCc2ccccc2)n1
 : nt	1%	0%	-1%	4%	?	10%	4%
C[C@@]1(C(NC(=O)c2cccs2)c2ccc(-c3ccccc3)cc2)C[C@H]1C1CCCCC1 (some centres not stated)
 : nt	-11%	nt	-3%	1%	-10%	1%	6%
COc1ccc(NC(=O)CN(C)S(=O)(=O)c2ccc3c(c2)OCCO3)c2ncccc12
 : -4%	2%	?	-5%	1%	-4%	-23%	-7%
CC1CCN(C(=O)Cn2cnc3c(cnn3C(C)(C)C)c2=O)CC1
 : 17%	i	7%[46 µM]	2%	-2%	16µM*	-6%	-10%
Cc1nc2ccccn2c1C(=O)NCCCN1CCOCC1
 : 6%	-6%	-8%	3%	-4%	18%	?	6%
O=C1CC(SC(=NCc2ccc3c(c2)OCO3)Nc2ccccc2)C(=O)N1c1ccccc1 (configuration not stated)
 : nt	-8%	12%	4%	20%	-22%	8%	16%
Cn1c(=O)n(CC(=O)NCc2cccnc2)c2ccccc21
 : -3%	-4%	4%	10%	-1%	-20%	1%	6%
C#CCn1c(-c2ccccc2)ccc(C#N)c1=O
 : 86%[activator]	i	nt	9%	-4%	4%	-1%	-18%
CC(=O)c1c(O)cc(O)cc1CC(=O)O
 : -24%	-8%	nt	1%	nt	nt	-4%	1%
COc1ccc(C(=O)NC(=O)N2CCCCC2)cc1
 : -6%	-9%	10%	-5%	-2%	?	4%	10%
Cc1ccc(C)c(SCC(=O)OCC(=O)N2CC(C)OC(C)C2)c1 (configuration not stated)
 : -3%	-4%	14%[46 µM]	-2%	4%	0%	15%	6%
CC(C)C(=O)N1CCN(c2nc(-c3ccc(Cl)cc3)cs2)CC1
 : 8%	i	?	?	0%	nt	-3%	-7%
Cc1cc(C)c2cc(CN(CCO)Cc3nnnn3Cc3ccc(F)cc3)c(=O)[nH]c2c1
 : nt	i	-13%	-3%	5%	?	?	13µM*
O=C(c1ccc(S(=O)(=O)NCc2ccco2)cc1)N1CCCC1
 : 11%	0%	?	1%	2%	1%	3%	2%
O=C(O)c1cccc(NS(=O)(=O)c2ccc3nnn(O)c3c2)c1
 : 2%[11.4 µM]	11%	13%	-12%	1%	-18%	-3%	-1%
COc1ccc(N(CC(=O)Nc2ccc3c(c2)OCO3)S(=O)(=O)c2ccc(C)cc2)cc1OC
 : 4%	9%	-7%[46 µM]	-3%	1%	nt	2%	-5%
COC(=O)N1C(C)=Cc2ccccc2C1C/C(C)=C/C(C)=O (configuration not stated)
 : nt	-7%	-12%[9.22 µM]	-1%	1%	-12%	-5%	10%
Cn1c(=O)c2c(nc(SCC(=O)NCc3ccco3)n2C)n(C)c1=O
 : nt	-5%	0%	1%	0%	7%	-2%	7%

(more compounds)
Values run as follows: L3MBTL1 block	RECQ1 helicase	Lamin A splicing	Tau fibril ThT	Luc counter	SMN2 splice up	JMJD2E inh	ALDH1A1 block
CC(C)(C)c1ccc(-c2nc(C#N)c(NCc3ccncc3)o2)cc1
 : -10%	i	?	?	nt	nt	?	?
Cc1ccccc1NC(=O)c1ccccc1O
 : 6%	0%	?	-5%	-3%	-29%	?	?
CCCCc1ccc(NC(=O)N[C@H](C(=O)O)C(C)C)cc1
 : 8%	0%	-10%	-7%	-3%	10%	-2%	-5%
COc1ccc2nc(N3C(=O)/C(=C/c4ccccc4)NC3=S)sc2c1
 : -12%	-4%	?	4µM*	-2%	-19%	0%	-8%
C=CCNC(=O)c1ccccc1CCc1ccccc1
 : 9%	i	nt	-10%	0%	-5%	5%	-3%

Compound activity: PubChem, National Center for Advancing Translational Sciences (NCATS)

This is a subset; count on the stated rates, not on these rows.
